Screening data deposited in PubChem BioAssay by several laboratories.
CatB mixtures: inhibitors of human cathepsin B in compound mixtures; Purified cathepsin B, AMC dipeptide fluorescence; inhibition, %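 (ten-compound pools at 5 µM per compound and 50 µM total)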; P07858; actives 0.06% (n = 62,000); in the data active = inhibition above about 22%, passing the limit was not always enough;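 note: 0% = enzyme without compound and 100% = no enzyme blank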
CatS inh: inhibitors of human cathepsin S | inhibition, %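 (tested at 5 µM per compound within 10-compound mixtures)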 | recombinant cathepsin S, AMC dipeptide fluorescence, pooled mixtures | AID 501 | P25774 | actives 0.06% (n = 62,000); in the data active = inhibition above about 32%, passing the limit was not always enough;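 note: 0% = enzyme without compound and 100% = blank without enzyme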
Abs 340nm: compound absorbs light at 340 nm; 65,000 tested, under 10 active; fold change at 10 µM; AID 708; compound absorbance at 340 nm, fold over control;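 active = at 10 µM dose, initial 340 nm absorbance at least 2 fold that of control wells; inactive = change under 2 fold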;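 note: initial absorbance extrapolated from kinetic A340 decline of NADH oxidation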
CatL inh: blocks human cathepsin L protease activity. P07711. purified cathepsin L, fluorogenic substrate, fluorescence. inhibition, %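 (tested at 10 µM)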. actives 0.17% (n = 58,000). AID 460; in the data active = inhibition above about 45%;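 note: 0% = enzyme with no compound and 100% = no enzyme blank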
Target sequence (P07711 114-288 limits assumed): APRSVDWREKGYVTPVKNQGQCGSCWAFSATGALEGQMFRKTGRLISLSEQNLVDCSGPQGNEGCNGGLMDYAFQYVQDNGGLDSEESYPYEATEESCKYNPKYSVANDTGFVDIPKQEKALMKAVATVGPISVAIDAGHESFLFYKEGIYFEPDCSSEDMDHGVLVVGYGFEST
Target sequence (P07711 292-333 limits assumed): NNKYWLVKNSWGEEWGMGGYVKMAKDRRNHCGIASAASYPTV
Cathepsin G inh: cathepsin G (human) inhibition. purified enzyme, AMC-tetrapeptide fluorescence, pooled mixtures. inhibition, % at 5 µM (by protocol). actives 0.2% (n = 62,000). AID 581;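 active = inhibition above 20% in each of the two mixture wells holding the compound; inactive = inhibition of 20% or less in either well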;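 note: 0% = enzyme control without mixture and 100% = blank lacking enzyme; strong numbers were not always called active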
C1s block: blocks human complement C1s protease activity; P09871; purified C1s, fluorogenic AMC substrate, pooled mixtures; mean inhibition % of two 10-compound mixtures (hits give high values), % at 5 µM (by protocol); actives 0.16% (n = 62,000); AID 538;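 active = inhibition above 20% in each of the two 10-compound mixture wells holding the compound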;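 note: 0% = enzyme wells lacking compound mixture and 100% = no-enzyme blank wells; some compounds called inactive have numbers as strong as hits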
FXIa mix inh: factor XIa (human) inhibition, mixture screen; purified FXIa, fluorogenic substrate, pooled mixtures; inhibition, % at 5 µM; actives 0.19% (n = 62,000);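 note: each value is inhibition by a whole ten-compound pool holding the compound; 0% = enzyme with no mixture and 100% = wells lacking enzyme; strong numbers were not always called active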
Target sequence (P03951 19-387 limits assumed): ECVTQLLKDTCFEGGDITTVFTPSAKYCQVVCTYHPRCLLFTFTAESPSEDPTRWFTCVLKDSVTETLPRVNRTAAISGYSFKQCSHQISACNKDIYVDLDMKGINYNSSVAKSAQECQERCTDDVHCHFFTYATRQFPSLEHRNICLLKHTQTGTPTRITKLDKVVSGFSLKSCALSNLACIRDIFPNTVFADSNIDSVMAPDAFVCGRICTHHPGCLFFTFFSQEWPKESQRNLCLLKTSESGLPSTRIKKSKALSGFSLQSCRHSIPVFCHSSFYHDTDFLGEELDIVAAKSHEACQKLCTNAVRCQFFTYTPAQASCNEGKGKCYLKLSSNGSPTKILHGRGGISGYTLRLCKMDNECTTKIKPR
Target sequence (P03951 388-625 limits assumed): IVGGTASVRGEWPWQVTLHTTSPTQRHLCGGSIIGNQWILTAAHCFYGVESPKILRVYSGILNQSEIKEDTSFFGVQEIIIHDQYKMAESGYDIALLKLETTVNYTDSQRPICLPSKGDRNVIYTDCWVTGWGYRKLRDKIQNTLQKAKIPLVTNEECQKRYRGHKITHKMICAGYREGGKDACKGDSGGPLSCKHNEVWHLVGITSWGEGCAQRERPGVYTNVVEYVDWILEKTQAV
FXIIa inh mix: inhibitors of human coagulation factor XIIa, pooled mixtures; AID 684; actives 0.2% (n = 62,000); P00748; purified FXIIa, fluorogenic substrate; inhibition, % at 5 µM;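 note: 0% = enzyme without compound and 100% = no enzyme blank; some results filed as inactive read as strong as hits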
CatB inh: blocks human cathepsin B protease activity; purified cathepsin B, fluorogenic substrate, fluorescence; inhibition, %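 (tested at 10 µM)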; actives 0.1% (n = 63,000); AID 453; in the data active = inhibition above about 21%;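 note: 0% = enzyme with no compound and 100% = no enzyme blank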
An asterisk follows results filed as active; . = not tested or not shown. Cut-off read from the data, not from the text of the source, unless noted: active = inhibition above about 20% (passing the limit was not always enough); inactive = the rest. Some of the compounds tested; count on the stated rates, not on these rows.

SMILES	CatB mixtures	CatS inh	Abs 340nm	CatL inh	Cathepsin G inh	C1s block	FXIa mix inh	FXIIa inh mix	CatB inh
O=C(O)c1ccccc1C(=O)OCc1ccccc1	2	9	1	-5	-4	-12	5	3	6
O=C(O)CCSc1nnc(-c2ccccc2)n1-c1ccccc1	3	9	1	.	-3	-30	11	0	-5
COc1ccc(CNc2nc3c(c(=O)[nH]c(=O)n3C)n2CCCc2ccccc2)cc1	4	13	1	19	16	14	-1	8	4
CC(C)NC(=O)C1CCCN(S(C)(=O)=O)C1 (stereo not given)	3	-4	1.1	5	38	18	4	1	4
CCCOc1ccc(/C(O)=C2\C(=O)C(=O)N(CCCN(C)C)C23C(=O)N(C)c2ccccc23)cc1 (stereo not given)	-6	-7	1	10	2	-37	-5	9	2
CCOC(=O)C1CCN(C(=O)CSc2nnc(-c3ccco3)n2-c2ccccc2)CC1	5	8	1	8	9	20	2	10	1
COc1cc(CNC(=O)c2ccc(Cn3nc(C)c(Cl)c3C)o2)cc(OC)c1	0	-2	1.1	9	-3	-30	2	7	0
CCCOc1ccc(/C(O)=C2\C(=O)C(=O)N(CCCOC)C23C(=O)N(C)c2ccccc23)cc1 (stereo not given)	0	-7	1.1	-19	7	10	6	-16	1
O=C(O)CSCc1nc2ccccc2s1	-6	-10	1	13	-5	-18	4	-6	-4
O=C(Nc1nc(-c2ccc3c(c2)OCO3)cs1)C1COc2ccccc2O1 (stereo not given)	2	15	1.1	5	1	-13	5	-5	3
COc1ccc(C(=O)N2CCC(C(=O)NCc3ccccn3)CC2)cc1	4	3	0.97	7	9	16	0	3	3
CCOC(=O)C1=C(N)N(c2ccc(N3CCCCC3)cc2)C(=O)C1	1	-1	1	8	4	2	4	-8	4
CCOC(=O)N1CCN(C(=O)CSc2cc(C)nc3c(-c4ccccc4OC)c(C)nn23)CC1	5	20	0.99	1	0	-4	4	0	9
COCCCNC(=O)CC1Oc2ccccc2NC1=O (stereo not given)	3	8	0.98	34	11	-5	10	6	2
CC1CCC(NC(=O)c2ccc(CS(=O)(=O)Cc3ccccc3F)o2)CC1 (stereo not given)	6	17	0.98	-1	10	14	11	2	6
COCCNC(=O)COc1ccc(C)c(C)c1	1	-7	1	.	9	14	4	2	2
Nc1c(C(=O)NC2CCCC2)c2nc3ccccc3nc2n1N	0	16	1.1	10	9	-4	-5	0	2
N#CC1=C(N)SC(N)=C(C#N)C1c1ccoc1	6	0	1.1	-9	11	18	6	4	-2
O=C(Cn1cc2c(n1)CCCC2)Nc1cc(-c2cccc(Cl)c2)no1	4	15	1	8	13	19	12	5	0
CCOC(=O)C1(CC)CC(CSc2nc3ccccc3[nH]2)OC1=O (stereo not given)	-7	1	0.97	2	6	-41	-8	2	3
OC1CC(c2ccco2)NC2(CCCCC2)C1 (stereo not given)	3	-4	0.99	3	8	7	7	9	5
Cn1c(CCNC(=O)OC(C)(C)C)n[nH]c1=S	5	-2	1	-4	1	5	6	1	-1
Cc1nonc1NC(=O)N1CCCC1	-3	11	0.98	9	-2	-8	13	5	0
CNc1nc(C)nc(-c2ccccc2O)n1	5	-1	1.1	-2	11	-6	7	9	4

Reprinted from the part before: 3 compounds, then new ones.
SMILES	CatB mixtures	CatS inh	Abs 340nm	CatL inh	Cathepsin G inh	C1s block	FXIa mix inh	FXIIa inh mix	CatB inh
Cn1c(CCNC(=O)OC(C)(C)C)n[nH]c1=S	5	-2	1	-4	1	5	6	1	-1
Cc1nonc1NC(=O)N1CCCC1	-3	11	0.98	9	-2	-8	13	5	0
CNc1nc(C)nc(-c2ccccc2O)n1	5	-1	1.1	-2	11	-6	7	9	4
CCOC(=O)c1c(C)oc2c1cc(O)c1ccccc12	3	1	1	3	9	13	9	-17	4
O=C1c2ccccc2C(=O)N1c1nc2nccc(-c3ccccc3)n2n1	-4	14	1.1	7	-3	-9	4	5	-4
c1cncc(CNc2nc(N3CCOCC3)nc(N3CCOCC3)n2)c1	-2	-11	1	7	7	-23	5	-1	3
CCN(CC)C(=O)CSc1nc2ncc(Br)cc2[nH]1	1	5	1	2	7	13	5	2	0
O=C(OC(C(=O)NCc1ccc2c(c1)OCO2)c1ccc(Cl)cc1)c1ccco1 (stereo not given)	2	-4	0.98	7	12	16	8	-21	-1
Cc1cccc(N2CCN(S(=O)(=O)c3ccc4c(c3)c(=O)n(C)c(=O)n4C)CC2C)c1 (stereo not given)	2	-2	1	.	9	12	5	4	7
Cc1cc(C)c2ccc(N)nc2c1O	5	0	0.99	-1	4	3	15	-1	-3
O=C(NCc1nc(-c2ccccc2)no1)c1ccc2c(c1)OCO2	-2	4	1	14	-17	-4	5	-1	1
CCc1ccccc1NC(=O)CSc1nnc([C@@H](NC(=O)OC(C)(C)C)C(C)CC)o1 (stereo not given in full)	6	-3	1	-1	14	0	14	2	0
CCc1cccc(C)c1NC(=O)C1=C(C(=O)O)CCCC1	5	9	1	18	12	7	3	4	-1
Cc1ccc(-c2noc(C3CCCN(C(=O)c4c(F)cccc4F)C3)n2)cc1 (stereo not given)	2	0	0.95	9	10	4	7	-1	-1
CC1(C)CC(NC(=O)CCC2CCCC2)CC(C)(C)N1	-1	3	1	-6	1	-10	4	9	-2
Cc1noc(C)c1S(=O)(=O)N1CCC(C(=O)N(C)Cc2ccccc2)CC1	4	12	1	22	3	1	5	10	5
Cc1ccc(C)c(NS(=O)(=O)c2ccc(OCC(=O)N3CCOCC3)cc2)c1	4	-8	0.99	-1	0	2	8	1	-4
O=C(O)c1cc(=O)c2c(OCC(O)COc3cccc4oc(C(=O)O)cc(=O)c34)cccc2o1	3	-6	0.99	4	6	13	4	3	0
O=C(NCCCn1ccnc1)c1cc(-c2ccc3c(c2)OCO3)on1	-4	-3	1	23	6	-15	2	5	0
Cc1ccc(C(C(=O)NC2CCCC2)N(Cc2ccco2)C(=O)CCC(=O)Nc2ccccn2)cc1 (stereo not given)	3	5	0.99	22	7	15	4	1	-1
CCOC(=O)c1[nH]c2cc(OC)c(OC)cc2c1NC(=O)c1ccc2c(c1)OCO2	3	7	1.2	-7	9	9	4	3	1
O=C(c1ccc2c(c1)OCO2)N(c1ccc(Cl)cc1)C1C=CS(=O)(=O)C1 (stereo not given)	-2	-4	0.98	3	-1	-35	-6	-6	3
COCCNC(=O)CSCc1c(F)cccc1Cl	-5	1	1	.	3	-1	2	3	-1
CCn1c(=O)c2cc(C(=O)N3CCOCC3)sc2c2ccccc21	5	7	1.1	.	10	14	8	-7	5
Cc1ccc(-c2csc3n[nH]c(=S)n23)cc1	2	42	1	4	-4	-17	-1	-9	1
Cc1cnc(C(=O)Nc2nnc(C)s2)cn1	-1	-4	1.1	16	3	-10	0	4	3
CSC1=Nc2sc3c(c2C2=NCCN12)CC(C)(C)OC3	-4	12	1.1	-6	14	-27	7	-3	2
CCOc1ccccc1C(=O)N1CCN=C1SCc1cccnc1	4	8	0.99	6	-3	-38	7	4	7
Nc1nc2ccccc2nc1N	1	-5	1.1	2	7	-2	4	8	3
CCCCN1C2CCCC1CC(NC(=O)c1ccc(OC)c(OC)c1)C2 (stereo not given)	7	17	1	6	3	1	16	-5	1
Cc1cccc(OCC2=N/C(=C\N(C)C)C(=O)O2)c1	-1	4	1.1	.	10	13	4	-17	2
c1ccc(-c2noc(-c3cccc4ccccc34)n2)nc1	2	4	1	-8	9	13	1	2	2
Cc1noc(C)c1CSCC(=O)OCC(=O)NC1CCCCC1	1	-6	0.99	1	-2	2	2	9	-3
Cc1nc2c(nnn2Cc2ccccc2)c(=O)n1-c1ccccc1	1	1	0.99	20	5	-45	0	0	-1
COc1ccc(S(=O)(=O)Cc2ccccc2)cc1N	6	3	0.97	11	0	7	10	9	2
COC(=O)c1ccc(C)c(NC(=O)Cc2coc3cc(OC)ccc23)c1	-1	4	0.97	7	-19	-60	-1	-3	7
Cc1nnc2c(-c3ccccc3)nc3ccccc3n12	10	21	1.1	18	5	8	9	-17	1
CNS(=O)(=O)c1cccc(C(=O)OC2CCCCC2=O)c1 (stereo not given)	4	5	0.99	-1	12	13	5	-16	3
CC(C)(C)C1(C)OC(C(N)=O)C(C(N)=O)O1 (stereo not given)	0	1	1	9	8	-15	-4	3	1
CC1(C)NC(=O)N(CCCSc2ccc(Cl)cc2)C1=O	12	-6	1.1	-4	0	4	14	6	2
CC(=O)Nc1ccc(S(=O)(=O)N(C)c2ccccc2)cc1	1	-10	1.1	4	7	8	4	-4	1
COCCNS(=O)(=O)c1ccc(C2CNC(=O)C2)cc1 (stereo not given)	0	1	1.1	.	20	2	11	2	1
O=C(Nc1ccc(F)cc1)c1cc(S(=O)(=O)N2CCCCC2)cs1	1	-5	1	.	6	-4	1	1	2
CCCS(=O)(=O)N1CCCC(C(=O)NCCCN2CCN(c3ccc(F)cc3)CC2)C1 (stereo not given)	-5	3	1	4	-9	-4	3	-1	-1
CCOC(=O)C1=C(c2ccccc2)NC(=O)NC1c1ccc(OCC#N)c(OC)c1 (stereo not given)	-2	7	1	13	10	14	7	-2	5
Nc1nonc1N1CCCCC1	2	6	0.99	4	-3	4	3	-18	3
COc1ccc2c(c1OC)C(=O)OC2CC(=O)c1ccc2c(c1)OCO2 (stereo not given)	4	11	1.2	.	-2	-12	1	9	-2
COc1ccc(-n2nnc3c(=O)n(CC(=O)N4CCCC4)cnc32)cc1	2	0	0.98	13	1	-3	4	-18	-5
CCOC(=O)c1[nH]c2ccc(OC)cc2c1NS(=O)(=O)c1ccc(OC)cc1OC	1	-1	1.1	1	9	10	3	2	0
O=C(CCSc1nnc(-c2ccncc2)o1)Nc1ccccc1	2	8	0.97	9	7	6	1	-2	-1
CCOC(=O)C1=C(C)NC(=O)NC1c1ccc(Br)s1 (stereo not given)	-10	2	0.99	4	10	-3	1	6	0
Cc1cc(-c2csc(N)n2)c(C)n1CCc1ccccc1	5	2	1	0	-1	3	6	-17	0
O=C(NC1CCS(=O)(=O)C1)C12CC3CC(CC(C3)C1)C2 (stereo not given)	-8	8	1	11	11	2	1	6	1
CC(C)(C)C(=O)NC(C(N)=O)=C(Cl)Cl	6	21	1	0	0	1	3	-17	0
Cc1cc(Nc2cc(F)ccc2C)n2ncnc2n1	0	4	1	.	4	5	-3	-7	0
CCOc1cccc(-c2nnc(SCC(=O)Nc3ccc(OC)c(OC)c3)n2N)c1	6	-2	1.1	-5	1	4	4	-5	-2
CC1(C)CC(c2csc(N)n2)CCO1 (stereo not given)	4	-3	0.99	7	8	8	7	1	4
CC(=O)C1=C(C)Nc2ncnn2C1c1ccc(Cl)cc1Cl (stereo not given)	-6	-13	1.1	2	3	2	7	-19	-2
C/C(N)=C(/C#N)C(=O)COC(=O)C(NS(=O)(=O)c1ccc(Cl)cc1)C(C)O (stereo not given)	-15	-39	1	11	-21	-200	-30	5	5
COc1cc(OC)cc(C(=O)N2CCN(Cc3ccccc3C(F)(F)F)CC2)c1	5	-6	1.1	12	-7	-22	1	7	12
O=C(Nc1ccc(N2CCCC2)c(Cl)c1)c1ccco1	5	4	1.1	.	-12	-42	1	2	5
Cc1nnc(N(C(=O)c2cnccn2)c2ccccc2)s1	0	5	1	2	-16	-12	3	-1	1
CCCn1c(SCC(=O)N2CCc3ccccc32)nnc1-c1ccncc1	5	-1	0.98	-4	0	4	6	-1	-2
COC(=O)C1=C(C)N(c2cc(Cl)cc(Cl)c2)C(=O)C1	3	4	1	9	9	-7	3	2	3
